# Screening data deposited in PubChem by National Center for Advancing Translational Sciences (NCATS).
# Mito fusion act: qHTS Assay for Small Molecule Inhibitors of Mitochondrial Division or Activators of Mitochondrial Fusion | S. cerevisiae fusion-defective mutant growth rescue, CellTiterGlo 48 h | Potency, µM (highest dose often 46.1 µM), for the others: at the highest dose growth rescue (activation), most hits filed as activators | hit rate 0.23% among 320,000 | AID 485298, 2010;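 note: potency is the fitted concentration of half-maximal effect; % of control where 0% means no effect; nearly all actives have a fitted effect of over 45% in size; temperature-sensitive fusion mutants such as fzo1-1 at 37 °C on non-fermentable ethanol glycerol medium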
#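 Luminescent cell viability in 1536-well qHTS format served as the measure of rescued growth in ts fusion-mutant S. cerevisiae cultured on non-fermentable YPEG for 48 hours at 37C.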
# MBNL1-CUG inh: qHTS Assay for Inhibitors of MBNL1-poly(CUG) RNA binding. Muscleblind-like protein 1 (Homo sapiens), Q9NR56. TR-FRET MBNL1-His/biotin-(CUG)12 binding, 665/545 ratio. Potency, µM (titrated, usually from 57.5 µM), for the others: at the top dose activity change, negative = inhibition, most hits filed as inhibitors. hit rate 0.036% among 280,000. AID 2675, 2010; active = well fitted inhibition curve with a large enough effect in the signal ratio, with a control signal flat, not every such curve was filed as active; inconclusive = small, poorly fitted or top-dose-only effect, or effect the other way, or a change in a side signal; inactive = no such curve, though single readings can be large or run the other way; the % refers to the signal ratio; note: potency is the fitted concentration of half-maximal effect; % is set by controls: 0 for no effect and ±100 for the full control effect
#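 TR-FRET between His-tagged MBNL1 and biotin-(CUG)12 RNA, detected with Tb anti-His antibody (0.055 ng/ul) and streptavidin-XL665 (5 nM), 60 min at room temperature. Compounds titrated 92 nM to 58 uM; 665/545 nm ratio normalized to buffer and complex controls.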
# a7 integrin act: qHTS for Activators of Integrin-Mediated Alleviation for Muscular Dystrophy; alpha7betagal myoblasts, beta-gal FDG fluorescence, 48 h; Potency, µM (titrated, usually from 38.3 µM), without a hit: at the highest dose activation, hits mostly activators; hit rate 0.064% among 350,000;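 note: potency is the fitted concentration of half-maximal effect; 100% = response of the positive control SU9516; nearly all actives have a fitted effect of over 60% in size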
#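 alpha7betagal+/- myoblasts (passage 13, 250/well) treated 48 h at 37C with compounds at 1:260 dilution of DMSO stock. Lysed, then beta-galactosidase activity read as FDG fluorescence (ex 480/em 540) after 30 min, with pre-read for autofluorescence.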
# S-ASM inh: Inhibitors of Secretory Acid Sphingomyelinase (S-ASM): qHTS | Sphingomyelin phosphodiesterase (Homo sapiens), P17405 | hit rate 0.006% among 340,000 | Potency, µM (doses to about 57.5 µM), without a hit: at the highest dose activity change, negative = inhibition, most hits filed as inhibitors | placental ASM, HMU-PC fluorogenic substrate, 60 min; note: potency is the fitted concentration of half-maximal effect
#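 Steps: dispense placental human ASM, pin compound, wait 10 min at room temperature, add HMU-PC0 substrate at 9 uM final, incubate 60 min at 37 °C, add stop solution raising pH to 10, read fluorescence.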
# MLL CXXC-DNA inh: qHTS Fluorescence Polarization Assay for Inhibitors of MLL CXXC domain - DNA interaction. Histone-lysine N-methyltransferase 2A (Homo sapiens), Q03164. hit rate 0.037% among 290,000. MLL-CXXC / FITC-HOXA9 DNA fluorescence polarization. Potency, µM (series often up to 115 µM), inactives show at the highest dose activity change, negative = inhibition, usual class: inhibitors; active = well fitted inhibition curve with a large enough effect in the polarisation, with a control signal flat, not every such curve was filed as active; inconclusive = small, poorly fitted or top-dose-only effect, or effect the other way, or a change in a side signal; inactive = no such curve, though single readings can be large or run the other way; the % refers to the polarisation; note: potency is the fitted concentration of half-maximal effect
#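 Fluorescence polarization: 7 uM MLL-CXXC (stock) preincubated 5 min with compounds, then 50 nM fluorescein-HOX-A9 DNA (stock) added; 30 min ambient. Buffer 50 mM Tris-HCl pH 7.5, 50 mM NaCl, 1 mM DTT, 0.05% BSA.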
# Menin MLL FP TR: qHTS Assay for Inhibitors Targeting the Menin-MLL Interaction in MLL Related Leukemias: Competition With Texas Red Labeled MLL-derived Mutant Peptide | Menin + Texas Red MLL mutant peptide, fluorescence polarization | Potency, µM (highest dose often 61.6 µM), for the others: top-dose FP activity change, negative = inhibition, usual class: inhibitors | hit rate 0.23% among 270,000 | AID 1768, 2009; active = well fitted inhibition curve with a large enough effect in the polarisation, with a control signal flat, not every such curve was filed as active; inconclusive = small, poorly fitted or top-dose-only effect, or effect the other way, or a change in a side signal; inactive = no such curve, though single readings can be large or run the other way; the % refers to the polarisation; note: potency is the fitted concentration of half-maximal effect; % of control where 0% means no effect; many of its hits are not listed in these tables
# Target sequence (O00255 whole entry, looked up): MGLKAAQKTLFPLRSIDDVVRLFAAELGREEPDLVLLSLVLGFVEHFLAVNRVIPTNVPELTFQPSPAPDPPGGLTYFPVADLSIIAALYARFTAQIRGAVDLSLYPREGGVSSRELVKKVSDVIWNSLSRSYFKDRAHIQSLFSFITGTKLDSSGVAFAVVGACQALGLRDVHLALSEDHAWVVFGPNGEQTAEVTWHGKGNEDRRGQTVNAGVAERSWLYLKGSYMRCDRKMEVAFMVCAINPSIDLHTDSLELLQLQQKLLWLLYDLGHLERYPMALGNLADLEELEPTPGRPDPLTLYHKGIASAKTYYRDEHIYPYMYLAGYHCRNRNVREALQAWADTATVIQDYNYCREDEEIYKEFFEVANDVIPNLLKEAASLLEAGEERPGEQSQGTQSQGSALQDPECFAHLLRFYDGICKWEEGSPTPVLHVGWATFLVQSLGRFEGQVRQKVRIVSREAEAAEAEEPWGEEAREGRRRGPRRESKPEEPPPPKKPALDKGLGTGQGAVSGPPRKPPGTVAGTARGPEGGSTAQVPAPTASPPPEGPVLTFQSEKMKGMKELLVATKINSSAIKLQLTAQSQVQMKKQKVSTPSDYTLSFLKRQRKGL
# A-T KAP1 phos: qHTS Assay for Identifying a Potential Treatment of Ataxia-Telangiectasia. hit rate 0.19% among 320,000. Potency, µM (highest dose often 57.5 µM), for the others: at the highest dose activation, hits mostly activators. […] A-T fibroblasts, KAP-1 phosphorylation AlphaLISA; neocarzinostatin DNA damage 30 min before lysis; note: potency is the fitted concentration of half-maximal effect; % of control where 0% means no effect; nearly all actives have a fitted effect of over 45% in size
#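 hTERT-immortalized A-T patient fibroblasts ([…]), 500 cells/well in OPTI-MEM, 1% FBS, got compounds for 60 min, then NCS for 30 min at 37C. Lysates were then assayed for phospho-KAP-1 by AlphaLISA (anti-pKAP1 donor, anti-KAP1 acceptor beads), 6 hr at 25C.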
# TSHR antagonist: Antagonists of the Thyroid Stimulating Hormone Receptor: HTS campaign; Thyrotropin receptor (Homo sapiens), P16473; TSHR-expressing cells, TSH-stimulated cAMP HTRF, 2 h; stronger effect = lower value; activity change, negative = inhibition, % at 11.5 µM; hit rate 0.2% among 330,000; AID 504810, 2011;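 active = activity change below a set negative limit, meaning inhibition stronger than a set level, cut at about -70% in these data; inconclusive = activity change between two set negative limits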; note: % is set by controls: 0 for no effect and ±100 for the full control effect
#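 Freshly harvested TSHR cells receive pin-tooled compound, then EC80 TSH at 4nM final. After 2 hours at 37 deg C, antibody in lysis buffer and cAMP-d2 are added; 30 minutes at ambient temperature precede the HTRF read.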
# TCR activator: Activators of T cell receptors: qHTS campaign; primary human leukocytes, anti-CD3, IL-2 HTRF, 48 h; Potency, µM (highest dose often 9.22 µM), for the others: at the top dose activation of IL-2 secretion, hits mostly activators; 330,000 tested, under 10 active; AID 504894, 2011; note: % of control where 0% means no effect
#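 TCR engagement came from a-CD3 beads alone, with compounds added to primary human leukocytes for 48 hr. Secreted IL-2 bridged europium cryptate- and d2-labelled anti-IL-2 antibodies, giving FRET emission at 665nm after 320nm excitation.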
# PTAP TSG101 blk: qHTS Assay for Iinhibitors of HIV-1 Budding by Blocking the Interaction of PTAP/TSG101. Tumor susceptibility gene 101 protein (Homo sapiens), Q99816. Fluorescence polarization, FITC-PTAP peptide / Tsg101 binding. Potency, µM (highest dose often 115 µM), for the others: at the highest dose activity change, negative = inhibition, actives largely listed as inhibitors. 340,000 tested, under 10 active. AID 493005, 2010; active = well fitted inhibition curve with a large enough effect in the main read-out, with a control signal flat, not every such curve was filed as active; inconclusive = small, poorly fitted or top-dose-only effect, or effect the other way, or a change in a side signal; inactive = no such curve, though single readings can be large or run the other way; note: potency is the fitted concentration of half-maximal effect; % of control where 0% means no effect
# Target sequence (Q99816 whole entry, looked up): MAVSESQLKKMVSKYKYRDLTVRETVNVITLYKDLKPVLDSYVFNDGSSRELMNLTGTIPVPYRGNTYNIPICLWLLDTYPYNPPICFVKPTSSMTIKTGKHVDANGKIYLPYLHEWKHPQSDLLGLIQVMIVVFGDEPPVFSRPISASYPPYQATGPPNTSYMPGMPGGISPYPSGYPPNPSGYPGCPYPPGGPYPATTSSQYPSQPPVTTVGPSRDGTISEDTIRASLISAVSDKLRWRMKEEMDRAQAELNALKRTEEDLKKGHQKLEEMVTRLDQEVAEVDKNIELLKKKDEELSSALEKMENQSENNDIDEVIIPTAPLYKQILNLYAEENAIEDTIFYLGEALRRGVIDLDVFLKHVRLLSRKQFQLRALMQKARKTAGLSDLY
#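 FP read-out: FITC-PTAP peptide, 50 nM final, binding Tsg101 binding domain, 10 uM final; 20 min, r.t.; 10 mM HEPES pH 7.5, 0.15 M NaCl, 0.01% Tween 20, 3 mM EDTA, 0.1 mM TCEP.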
# Numbers without * were called inactive; u = inconclusive; x = no result given; [ ] = another dose, or the depositor's remark. Unless noted, calls come from the whole dose curve; as a rule, active = well fitted curve in the direction sought with a large enough effect; inconclusive = small, poorly fitted or top-dose-only effect, or another doubt; inactive = no such curve, though single readings can be large; an effect the other way counts as inactive or inconclusive.
SMILES,Mito fusion act,MBNL1-CUG inh,a7 integrin act,S-ASM inh,MLL CXXC-DNA inh,Menin MLL FP TR,A-T KAP1 phos,TSHR antagonist,TCR activator,PTAP TSG101 blk
O=C(CNC(=O)Cc1ccccc1)N=Nc1c(O)[nH]c2ccc(Br)cc12,5%,u,-3%,-4%,-3%,-19%,0%,7,-2%,-2%
O=C(Cn1ccc2ccccc2c1=O)NCC1COc2ccccc2O1 (stereo not drawn),-2%,7%,-24%,6%,-10%,8%,2%,5,x,-7%
Oc1cccc(/C=N/Nc2cc(N3CCOCC3)nc(N3CCOCC3)n2)c1,-14%,x,-1%,-1%,6%,5%,4%,-4,0%[46.1 µM],5%
COc1ccc2[nH]cc(S(=O)(=O)c3ccc(C(C)C)cc3)c(=O)c2c1,-8%,-11%,3%,0%,-7%,-2%,-4%,-4,-2%,-1%
CC1(c2ccccc2)NC(=O)N(CC(=O)N2CC(=O)Nc3ccccc32)C1=O (stereo not drawn),x,x,10%,-2%,x,x,-2%,10,1%,-4%
Cc1cc(C(=O)CSc2n[nH]c(N)n2)c(C)n1-c1ccc(F)cc1,-1%,-12%,-10%,3%,-7%,-9%,2%,-2,2%[46.1 µM],-1%
O=C(NN=Cc1ccccc1OC(F)F)c1cccc(S(=O)(=O)N2CCCC2)c1,x,x,0%,0%,x,x,34%,-40,-3%,-1%
CCOc1ccc(-n2c(SCc3ccc([N+](=O)[O-])cc3)nnc2-c2ccc(OC)cc2)cc1,u,16%,-11%,-1%,4%,-3%,1%,10,1%[46.1 µM],-3%
CNC(=O)N(O)C1N(/N=C/c2ccc(SC)cc2)C(=S)SC1(C)C (stereo not drawn),1%,0%,7%,-5%,-4%,21%,7%,4,-5%,-6%
Cc1noc(C)c1COc1ccccc1C(=O)NC(C)CCc1ccccc1 (stereo not drawn),x,x,35%,0%,x,x,x,x,-3%,-3%
CC(C)(C)OC(=O)N1CCC(c2c(C(=O)O)cnn2-c2ccc(Cl)cc2)CC1,-4%,2%,14%,3%,16%,u,x,-3,13%,-4%
O=C(Nc1cccc2ccccc12)OCc1cncs1,0%,14%,-24%,4%,14%,-11%,-3%,2,-1%,2%
CC(=O)c1ccc(Nc2c3c(c(C#N)c4nc5ccccc5n24)CCC3)cc1,-7%,u,x,x,20%,17%,0%,-14,-6%[46.1 µM],x
CCCNC(=O)Cn1cnc2sc(C(=O)NCCCN3CCOCC3)c(C)c2c1=O,0%,-1%,0%,3%,2%,x,1%,7,-9%,-1%
Nc1cc(N)c2c(c1)C(=O)c1ccccc1-2,x,x,19%,-6%,x,x,x,x,4%,-4%
Cc1[nH]nc2c1C(c1ccc(Cl)cc1)C(C#N)=C(N)O2 (stereo not drawn),-8%,-3%,-1%,3%,16%,5%,18%,-9,11%,-9%
CN(CC(=O)Nc1ccc(Cl)cc1F)C1=NS(=O)(=O)c2ccccc21,x,x,3%,2%,x,x,3%,4,3%[46.1 µM],1%
CC(C)c1cc(C(=O)N2CCCC(CCC(=O)N3CCN(c4ccccn4)CC3)C2)no1 (stereo not drawn),3%,-7%,-28%,-2%,-2%,x,16%,-2,8%,-1%
CCC(CO)Oc1cc(NC(=O)Cc2ccccc2)c2ncn(C(C)C)c2c1 (stereo not drawn),x,x,-3%,0%,x,x,-2%,-7,1%,1%
CCCCOCCCNC(=O)N[C@H](C(=O)O)C(C)CC (stereo partly drawn),0%,0%,-33%,7%,-2%,x,8%,2,-1%,-6%
CCn1c(=O)cc(N2CCN(C(=O)c3ccco3)CC2)[nH]c1=O,12%,-8%,u,6%,-11%,x,u,-26,8%,-4%
O=C(NCC(c1cccs1)N1CCOCC1)c1cc2ccccc2o1 (stereo not drawn),-1%,-10%,-22%,-2%,10%,-6%,5%,-6,10%,-7%
COc1ccc(N2CCN(c3ccnc4cc(Cl)ccc34)CC2)cc1,-2%,27%,-16%,-4%,-8%,-12%,1%,-12,-6%,-2%
Cc1cc([N+](=O)[O-])c(N2CCC[C@@H]2C(=O)O)c([N+](=O)[O-])c1,-5%,45%[activator],-10%,-3%,7%,-15%,-10%,0,2%,-5%
Cc1cc(/C([O-])=C(/C(=S)Nc2ccc(F)cc2)[n+]2ccccc2)c(C)n1Cc1ccccc1Cl,8%,11%,0%,-1%,2%,-2%,-12%,-5,-5%,-7%
CN(C)S(=O)(=O)c1ccc(C(=O)Nc2cc(S(=O)(=O)Nc3ccccc3Cl)ccc2N2CCCCC2)cc1,0%,82%[activator],-14%,-1%,5%,-8%,-4%,-4,7%,-2%
CN1CCC(=O)N([C@H](CO)c2ccccc2)CC1,-1%,9%,17%,1%,-5%,-13%,-4%,16,7%,-5%
CCCCCCc1c(O)nc(SCCN2CCOCC2)[nH]c1=O,14%,-1%,19%,-2%,7%,u,5%,-6,-26%,-3%
COc1ccc(NC(=O)/C=C/c2cc(Br)ccc2OC)cc1,1%,-11%,-8%,-8%,5%,u,2%,10,-3%,-7%
COc1cccc(NC(=O)CN(C)C(=O)c2cc(-c3ccc(C)o3)nc3ccccc23)c1,-1%,x,14%,x,x,x,8%,11,x,6%
CC(Sc1ccccc1)C(=O)N1CCN(S(=O)(=O)c2ccccc2)CC1 (stereo not drawn),2%,32%[activator],25%,1%,-7%,x,-12%,-13,-2%,0%
CCCN1CCN(C(=O)c2cc(COc3ccc(F)c(F)c3)on2)CC1,-6%,-11%,-20%,3%,3%,9%,-2%,-5,7%,-11%
c1nc(Nc2ccc(N3CCOCC3)cc2)c2ccsc2n1,3%,x,11%,0%,3%,x,2%,7,-3%,-4%
COc1ccc(Cl)cc1NC(=O)CSc1cccc[n+]1[O-],x,x,5%,-2%,x,x,1%,-6,-9%[46.1 µM],-2%
O=C(NCCCN1CCN(c2cccc(Cl)c2)CC1)c1ccc(N2CCCC2=O)cc1,-2%,-10%,-31%,5%,-8%,3%,5%,9,2%,-6%
Cc1ccccc1NC(=S)/C(=C(\[O-])c1ccc(C)c([N+](=O)[O-])c1)[n+]1ccccc1,-4%,x,15%,1%,5%,2%,-12%,1,2%[46.1 µM],-1%
Cc1ccc2c(c1C)-c1c(ccc(C)c1C)C(=O)C2=O,x,x,-58%[inhibitor],-10%,x,x,x,x,1%,-4%
CC(C)c1ccc(NC2CCCN(C(=O)CN3CCOC3=O)C2)cc1 (stereo not drawn),-2%,2%,-2%,3%,7%,x,-8%,9,-9%,-3%
CN(C)CCC(C(=O)c1ccccc1)c1cccnc1 (stereo not drawn),x,x,0%,3%,x,x,x,x,2%,0%
O=[N+]([O-])c1cccc(-c2nnc(SCc3cccnc3)o2)c1,15%,u,0%,2%,4%,-1%,-6%[11.5 µM],5,-1%,-12%
CS(=O)(=O)NCCC1=CCCCC1,7%,-9%,9%,5%,-2%,-7%,x,18,0%,-5%
CC(C)C1CC(CCN)(c2ccccc2)CCO1 (stereo not drawn),7%,-4%,0%,-2%,-1%,x,2.8µM*,36,-9%,-1%
Nc1nc(C(=O)N2CCOCC2)nn1S(=O)(=O)c1ccc(Cl)cc1,-1%,-5%,6%,5%,1%,-19%,-7%,-3,-2%,-1%
Cn1ccnc1SCC(=O)Nc1ccc(F)c([N+](=O)[O-])c1,-6%,u,1%,-2%,-5%,8%,-7%,-5,-7%,-2%
CCc1ccc(OCC(=O)NNC(=O)C2CCN(c3ncnc4sc(C)c(C)c34)CC2)cc1,0%,x,16%,-3%,x,x,4%,-20,1%,-1%
CC(C)c1ccc(N2C(=NC(=O)C3CCCO3)SC3CS(=O)(=O)CC32)cc1 (stereo not drawn),5%,-3%,-26%,0%,1%,x,-6%,5,1%,1%
COc1ccccc1NC(=O)c1cccc(N2C(=O)C3C4C=CC(C4)C3C2=O)c1 (stereo not drawn),1%,-3%,-20%,4%,7%,10%,-3%,5,2%,1%

# This is a subset; count on the stated rates, not on these rows.
